# p53 reactivator – re-activators of mutant p53 | 0.063% of 320,000 active | Potency, µM (top dose mostly 92.2 µM), for the others: at the highest dose activity change, positive = activation, usual class: activators | H1299 p53-A138V BP100-luciferase reporter, luminescence, 24 h | AID 504706; also: % of control where 0% means no effect; nearly all actives have a fitted effect of over 45% in size
#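 H1299 (p53-null), stable ts p53-A138V + BP100-Luc; 1000 cells/well, Opti-MEM/10% FBS; cpd 4 pt, 1:5; 24 h, 37 deg C, 5% CO2; detection reagent 10 min RT; luminescence.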
# Rab9 prom act – Rab9 promoter activation. Huh7 Rab9 promoter-luciferase reporter, luminescence, 24 h. Potency, µM (doses to about 9.22 µM), without a hit: at the highest dose activation, negative = inhibition, usual class: activators. 2.8% of 320,000 active; also: % of control where 0% means no effect; nearly all actives have a fitted effect of over 60% in size
#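 Steps: seed 1500 Huh7 Rab9-luc cells per well, rest 2 h at 37 °C; add compound in DMSO; incubate 24 h; add luciferase reagent, 10 min ambient; read luminescence.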
# NPC1 prom act – NPC1 promoter activation; Huh7 NPC1 promoter luciferase reporter, 24 h; Potency, µM (highest dose often 9.22 µM), without a hit: at the highest dose activation, actives largely listed as activators; 2.4% of 320,000 active; AID 485313;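 also: % of control where 0% means no effect; nearly all actives have a fitted effect of over 60% in size; reporter is driven by a mutant NPC1 promoter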
#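 In 1536-well qHTS, Huh7 cells harboring an NPC1 promoter–luciferase construct received compound for 24 h; activation was quantified by luminescence following luciferase reagent addition.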
# BRCA1 expr act – activators of BRCA1 expression; 1.1% of 380,000 active; MCF7-BRCA1-FFLuc reporter, luminescence, 48 h; response scale: scaled: vehicle 0%, 10 µM genistein 100%; Potency, µM (top dose mostly 46.1 µM), for inactives: at the top dose activation, hits mostly activators; also: nearly all actives have a fitted effect of over 80% in size; some results filed as inactive show a strong effect at the top dose
#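 Cells: MCF7-BRCA1-FFLuc, 2000/well. Exposure: 48 h, 37 °C, 5% CO2. Read: luminescence, 15 min post-substrate. Controls: genistein 10 microM (maximal activation), DMSO (neutral).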
# uPA generation – blocks generation of uPA at the cell surface; cell surface uPA generation assay, qHTS; Potency, µM (doses to about 38.3 µM), without a hit: top-dose activity change, negative = inhibition, usual class: inhibitors; 0.31% of 330,000 active; AID 540303; active = well fitted inhibition curve with a large enough effect; inconclusive = small, poorly fitted or top-dose-only effect; inactive = no such curve, though single readings can be large or run the other way; tested in mouse RAW 264.7 cells; also: % is scaled to controls: 0 for no effect and ±100 for the full control effect; nearly all actives have a fitted effect of over 55% in size
# FLuc counter – firefly luciferase modulation, counter-screen for miR-21 project | purified FLuc, Km substrates, luminescence inhibition | Potency, µM (series often up to 57.5 µM), inactives show at the highest dose activity change, negative = inhibition, most hits filed as inhibitors | P08659 | 6.9% of 360,000 active;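 also: plate controls were vehicle for no effect and reference inhibitor for full effect; nearly all actives have a fitted effect of over 55% in size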
# Target sequence (P08659 whole entry, looked up): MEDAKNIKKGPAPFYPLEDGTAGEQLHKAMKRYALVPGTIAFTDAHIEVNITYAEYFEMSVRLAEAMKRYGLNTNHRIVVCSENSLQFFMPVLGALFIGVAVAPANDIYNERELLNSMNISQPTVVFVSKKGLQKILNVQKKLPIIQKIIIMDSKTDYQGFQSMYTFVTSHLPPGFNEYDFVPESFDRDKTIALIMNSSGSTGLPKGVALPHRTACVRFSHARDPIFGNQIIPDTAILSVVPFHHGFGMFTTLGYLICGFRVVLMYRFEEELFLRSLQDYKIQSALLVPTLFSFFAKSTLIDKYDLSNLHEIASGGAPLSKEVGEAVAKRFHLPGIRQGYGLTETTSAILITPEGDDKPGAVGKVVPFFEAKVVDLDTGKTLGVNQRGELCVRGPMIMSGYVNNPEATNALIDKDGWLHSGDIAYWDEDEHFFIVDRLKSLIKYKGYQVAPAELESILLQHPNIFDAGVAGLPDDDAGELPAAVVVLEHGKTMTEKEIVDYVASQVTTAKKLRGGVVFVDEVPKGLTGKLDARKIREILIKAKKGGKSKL
#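 Purified P. pyralis luciferase (10nM final) with 10uM D-luciferin and 10uM ATP (Km levels) in 50mM Tris acetate pH 7.5, 10mM Mg acetate, 0.01% Tween-20, 0.05% BSA; qHTS 6-point titration, ~60 µM downward; luminescence read.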
# VP16 counter – Gal4-VP16 reporter inhibition counter-screen. Drosophila S2 Gal4-VP16 UAS-luciferase, luminescence, 20 h. 3.5% of 310,000 active. Potency, µM (titrated, usually from 53.6 µM), for inactives: at the highest dose activity, negative = inhibition, most hits filed as inhibitors;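 also: Gal4-VP16 expression switched on by copper sulfate through the metallothionein promoter; % is scaled to controls: 0 for no effect and ±100 for the full control effect; nearly all actives have a fitted effect of over 50% in size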
# RORg inh – inhibitors of mouse ROR gamma transcriptional activity; Drosophila S2 Gal4-RORgamma UAS-luciferase reporter, 20 h; Potency, µM (series often up to 53.6 µM), without a hit: top-dose activity change, negative = inhibition, actives largely listed as inhibitors; 5.4% of 310,000 active; AID 2551; also: % is scaled to controls: 0 for no effect and ±100 for the full control effect; nearly all actives have a fitted effect of over 60% in size
#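 Drosophila Schneider cells stably carrying a metallothionein-driven Gal4 DBD–ROR gamma fusion and a UAS-Photinus luciferase reporter were exposed to compound for 1 hr, then induced with copper sulfate (700 uM final) for 20 hr at ambient temperature before luminescence reading.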
# MBNL1-CUG inh – inhibitors of human MBNL1 binding to CUG repeat RNA; Q9NR56; TR-FRET MBNL1-His/biotin-(CUG)12 binding, 665/545 ratio; Potency, µM (doses to about 57.5 µM), for inactives: top-dose activity change, negative = inhibition, most hits filed as inhibitors; 0.036% of 280,000 active; AID 2675; active = well fitted inhibition curve with a large enough effect in the signal ratio, with a control signal flat, not every such curve was filed as active; inconclusive = small, poorly fitted or top-dose-only effect, or effect the other way, or a change in a side signal; inactive = no such curve, though single readings can be large or run the other way; the % refers to the signal ratio; also: % is scaled to controls: 0 for no effect and ±100 for the full control effect
# Target sequence (Q9NR56 whole entry, looked up): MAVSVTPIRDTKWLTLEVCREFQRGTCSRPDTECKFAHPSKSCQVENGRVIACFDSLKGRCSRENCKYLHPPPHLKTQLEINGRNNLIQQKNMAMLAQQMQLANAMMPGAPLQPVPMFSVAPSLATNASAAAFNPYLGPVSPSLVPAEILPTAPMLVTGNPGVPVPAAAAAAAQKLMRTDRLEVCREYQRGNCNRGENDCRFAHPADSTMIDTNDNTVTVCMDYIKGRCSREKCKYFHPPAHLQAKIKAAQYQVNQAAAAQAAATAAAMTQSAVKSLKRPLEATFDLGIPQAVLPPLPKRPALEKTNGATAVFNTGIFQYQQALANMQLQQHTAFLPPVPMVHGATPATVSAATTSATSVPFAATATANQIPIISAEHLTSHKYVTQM
#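 TR-FRET readout: Ex 340 nm, 665/545 nm emission ratio, normalized to buffer-only (basal) and MBNL1-(CUG)12 controls. Complex of MBNL1-His with Biotin-(CUG)12, compounds 92 nM–58 uM, incubated 60 min at room temperature.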
# ELG1 genotox – genotoxicity induction in ELG1-luciferase HEK293T cells; HEK293T ELG1-luciferase reporter, luminescence, 16 h; Potency, µM (highest dose often 46 µM), without a hit: top-dose activity change, positive = activation, most hits filed as activators; 1.3% of 330,000 active; AID 504466; also: % of control where 0% means no effect; nearly all actives have a fitted effect of over 60% in size
#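 16 hr compound incubation (37 °C, 5% CO2) of HEK293T cells carrying luciferase-tagged ELG1; luciferase then measured by ONE-Glo luminescence after 30 min at RT.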
# * marks the source's active call; other numbers are inactive results; ? = inconclusive; / = no result given; [ ] = another dose, or the depositor's remark. Unless noted, calls follow the shape of the dose curve; as a rule, active = well fitted curve in the direction sought with a large enough effect; inconclusive = small, poorly fitted or top-dose-only effect, or another doubt; inactive = no such curve, though single readings can be large; an effect the other way counts as inactive or inconclusive. Potency is read from the fitted curve at half-maximal effect.
entry	molecule	p53 reactivator	Rab9 prom act	NPC1 prom act	BRCA1 expr act	uPA generation	FLuc counter	VP16 counter	RORg inh	MBNL1-CUG inh	ELG1 genotox
1	COc1ccc(S(=O)(=O)Oc2cc(C(=S)N3CCOCC3)ccc2OC)cc1	/	0.9%	-0.7%	-5.4%	0.4%	-0.2%	/	/	-3.0%	0.8%
2	CCOc1cc(C(=O)Nn2cnnc2)cc(OCC)c1OCC	-1.8%	-5.8%	-2.2%	0.0%	-0.8%	-11.4%	-2.8%	-2.0%	1.2%	0.1%
3	COC(=O)c1cccc(COC(=O)c2cc3ccccc3oc2=O)c1	16.1%	-5.4%	-4.7%	0.0%	23.9%	-18.9%	1.0%	-14.7%[1.91 µM]	?	6.4%
4	Cc1ccc(C(=O)CC(C(=O)O)n2cccn2)cc1 (stereo not given)	0.1%	3.5%	0.2%	24.7%	-0.2%	-18.8%	-3.2%	-42.5%	0.1%	0.2%
5	CC(C(=O)C12CC3CC(CC(C3)C1)C2)N1CCOCC1 (stereo not given)	10.4%	-0.1%	1.9%	3.2%	-2.0%	2.1%	-11.9%	-31.5%[1.91 µM]	-5.2%	-0.2%
6	C=CCn1c(O)c(C2=c3ccccc3=NC2=O)c2ccccc21	/	3.2%	-2.4%	-98.8%	-7.0%	-18.3%	3.98µM*	4.47µM*	3.2%	16.0%
7	CCSCc1nnc(SCC(=O)Nc2cccc(SC)c2)n1C	0.4%	6.1%	6.6%	-16.8%	3.1%	-1.2%	0.5%	?	-13.6%	10.4%
8	COc1cccc(NC(=O)Cn2cnc3sc(C)c(S(=O)(=O)N4CCCCC4)c3c2=O)c1	-8.7%	8.5%	-0.4%	-34.9%	6.9%	-1.5%	-10.4%	8.8%	-4.9%	-7.4%
9	COc1ccc(-c2csc(N(CCCN3CCOCC3)C(=O)c3ccco3)n2)cc1	-5.9%	-5.0%	0.2%	-62.6%	-4.9%	4.1%	-11.0%	7.3%	21.6%	-6.5%
10	CC(=O)Oc1cccc(C(=O)Nc2ccc3c(c2)C(=O)N(CC2CCCO2)C3=O)c1 (stereo not given)	18.6%	3.5%	22.0%	-0.3%	-12.3%	?	0.9%	1.5%	9.4%	3.4%
11	CCOC(=O)CN1C(=O)C(O)(CC(=O)c2cccc(OC)c2)c2ccccc21 (stereo not given)	3.3%	-26.7%	-2.5%	-0.2%	-3.8%	6.3%	-2.7%	22.5%	0.5%	-3.2%
12	CCN(CC)C(=S)Sc1c(-c2ccccc2)c2cc(Cl)ccc2[nH]c1=O	-5.6%	-6.4%	-2.0%	-69.6%	8.9%	-20.1%	7.94µM*	8.91µM*	9.0%	-2.4%
13	COc1ccccc1CNC(=S)Nc1cc(C)ccc1C	-3.6%	0.0%	-0.9%	-34.0%	1.1%	4.8%	?	3.16µM*	-0.3%	-5.3%
14	O=C(NC1CC1)c1ccc(NS(=O)(=O)c2ccccc2)cc1	-3.5%	7.9%	-4.7%	-15.5%	-1.3%	-3.2%	-0.7%	-0.4%	-8.1%	3.9%
15	CC(=O)c1cc(NC(=O)c2ccccc2)c(=O)oc1C	12.7%	0.2%	1.2%	-59.7%	-7.7%	-19.6%	2.51µM*	11.2µM*	3.1%	/
16	C[C@@H]1CC(=O)[C@H]2CC(CO)=CCC[C@@H]2[C@@]1(C)CC/C(=C/CO)CO	-4.4%	-7.1%	-4.0%	-5.3%	-9.7%	-0.1%	/	/	/	-0.4%
17	CCOc1ccc(N(CC(=O)Nc2cccc(OC)c2)S(=O)(=O)c2c(C)noc2C)cc1	-3.2%	-0.3%	1.9%	-5.7%	-24.4%	0.7%	?	?	-3.4%	-28.2%
18	CCN(Cc1nc2cc(Cl)ccc2c(=O)[nH]1)C(=O)c1cc(C2CC2)nn1-c1ccccc1	-5.4%	1.2%	-4.4%	-25.1%	2.2%	7.0%	/	/	/	0.5%
19	COC(=O)c1ccc(C(=O)OC)c(NC(=O)C(C)(C)C)c1	-0.9%	-10.7%	-4.7%	-10.2%	3.3%	-0.7%	-3.6%	0.1%	?	0.2%
20	O=C(NCc1ccncc1)c1nc(-c2cccs2)no1	-0.5%	-1.7%	-0.9%	-11.5%	-0.1%	-1.8%	-8.4%	16.5%	0.1%	-3.6%
21	O=c1[nH]cnc(O)c1C(c1ccc([N+](=O)[O-])cc1)c1c(O)nc[nH]c1=O	4.4%	1.2%	0.0%	-4.8%	-3.7%	-3.1%	7.2%	12.3%[1.91 µM]	?	-2.4%
22	CCOc1cc(N2CCOCC2)c(OCC)cc1NC(=O)C(C)C	0.0%	-3.3%	3.3%	10.8%	-0.3%	1.1%	1.7%	-4.6%	-6.2%	0.7%
23	CCOC(=O)c1c(S(=O)(=O)NCCCc2ccco2)c(C)n(C)c1C	-9.8%	-2.1%	-1.8%	-0.1%	-1.4%	-0.6%	6.1%	3.8%	0.3%	-0.7%
24	Cc1cc(C)c(NC(=O)CS(=O)CC(=O)N2CCN(c3ccc(F)cc3)CC2)c(C)c1 (stereo not given)	-24.0%	-4.0%	-3.0%	-4.4%	/	2.8%	3.6%	18.9%	5.0%	-3.0%
25	CCCc1nnc(NC(=O)c2ccc(N3C(=O)C4C5C=CC(C5)C4C3=O)cc2)s1 (stereo not given)	2.6%	2.8%	-2.7%	12.3%	7.0%	0.2%	8.0%	-13.1%	-10.1%	2.0%
26	O=C(Cc1ccc(Br)cc1)Nc1ncc([N+](=O)[O-])s1	?	?	?	-2.1%	7.5%	?	?	?	?	-2.8%
27	CCS(=O)(=O)N1Cc2ccccc2CC1C(=O)Nc1ccc(NC(C)=O)cc1 (stereo not given)	0.9%	2.8%	-4.9%	16.6%	5.0%	-2.5%	9.7%	7.4%	5.8%	3.8%
28	O=C(COC(=O)c1ccc([N+](=O)[O-])o1)NC1CCS(=O)(=O)C1 (stereo not given)	-11.5%	-4.0%	-0.6%	-11.3%	7.7%	-1.5%	-23.7%	-44.1%	2.0%	-2.4%
29	Fc1ccc(OCc2nc3ccccc3s2)cc1	20.6%	3.16µM*	1.41µM*	?	-2.3%	2.39µM*	-25.4%	-12.1%	-4.6%	2.31µM*
30	CCCCCOC(=O)c1ccc(NC(=O)c2ccco2)cc1	-0.5%	15.3%	9.2%	29.1%	10.1%	-16.9%	-8.6%	25.5%	2.0%	-4.2%
31	Cc1oc2c(C)c(O)ccc2c(=O)c1N1C(=O)c2ccccc2C1=O	-9.6%	-3.9%	-2.2%	-13.7%	-3.1%	-4.1%	-13.9%	35.6%	2.8%	3.5%
32	Cc1cc(C)c(NC(=O)CSc2nnc(-c3ccncc3)n2Cc2ccco2)c(C)c1	0.5%	-4.1%	1.0%	-6.4%	10.1%	1.9%	3.9%	-25.3%	-11.2%	-1.8%
33	CC(C)NCc1cc(Br)ccc1OCc1ccccc1	11.5%	?	-1.3%	-10.0%	?	3.2%	-5.1%	-9.3%	-2.9%	-14.0%
34	COC(=O)Nc1c(C(=O)OC)cc(OC)c(OC)c1OC	5.2%	4.3%	-0.2%	5.7%	1.6%	10.1%	-3.3%	-8.7%	-4.4%	-1.1%
35	Cn1c(=O)c2c(nc(Oc3ccc4c(c3)OCO4)n2Cc2ccc(Cl)cc2)n(C)c1=O	-9.0%	-12.6%	-7.3%	0.0%	3.9%	-0.8%	4.3%	-5.8%	-1.4%	-1.6%
36	COc1ccc(N2CCN(CCNC(=O)Nc3ccc(C)c(Cl)c3)CC2)cc1	-5.1%	-11.9%	2.2%	-21.5%	-12.2%	-1.7%	3.9%	18.6%	-0.9%	-11.6%
37	Nc1nc(SCc2ccc(Br)cc2)[nH]c(=O)c1-c1ccccc1	3.0%	1.9%	5.2%	45.3%	-3.1%	-7.5%	2.7%	-2.3%	-16.0%	0.5%
38	O=Cc1cccc(Oc2ccc([N+](=O)[O-])cc2[N+](=O)[O-])c1	12.6%	2.5%	-1.1%	-16.7%	?	-1.0%	3.2%	14.1µM*	?	9.7%
39	CSc1ccc(S(=O)(=O)N(C)Cc2ccccc2)cc1	-2.5%	-4.4%	1.0%	-0.7%	2.7%	3.3%	-13.7%	43.1%	-1.9%	-3.9%
40	O=C(NNS(=O)(=O)c1ccccc1)c1cccnc1	-1.9%	-2.1%	1.5%	-11.7%	3.4%	-3.1%	4.4%	6.5%	-2.2%	-0.2%
41	O=C(c1cccc2ccccc12)C1CCCN(C(=O)c2ccc(N3CCOCC3)cc2)C1 (stereo not given)	-1.3%	-9.1%	-6.6%	0.0%	-5.9%	?	-2.9%	?	20.5%	-8.2%
42	COc1ccc(-c2csc(Nc3ncccn3)n2)cc1C	24.8%	0.178µM*	0.708µM*	?	0.6%	-16.4%	-6.1%	15.9%	-1.4%	?
43	O=C(NC1CCCC1)c1cc(-c2ccccc2)on1	?	2µM*	1.26µM*	3.8%	-7.3%	5.36µM*	?	-3.3%	0.0%	9.2µM*
44	CCOc1ccc(S(=O)(=O)NCCC(=O)N2CC=C(c3ccccc3)CC2)cc1	-2.5%	-7.1%	0.9%	-31.0%	-14.1%	-0.7%	/	/	/	-2.1%
